Screens (PubChem BioAssay)
D2 antag: antagonists of human D2 dopamine receptor | AID 485344 | HEK293 TREx D2 cells, calcium flux, dopamine EC80 | P14416 | inhibition, % at 10 µM | hit rate 2% among 340,000; in the data active means inhibition above about 30%; further: 0% is about no effect
Target sequence (P14416 whole entry, looked up): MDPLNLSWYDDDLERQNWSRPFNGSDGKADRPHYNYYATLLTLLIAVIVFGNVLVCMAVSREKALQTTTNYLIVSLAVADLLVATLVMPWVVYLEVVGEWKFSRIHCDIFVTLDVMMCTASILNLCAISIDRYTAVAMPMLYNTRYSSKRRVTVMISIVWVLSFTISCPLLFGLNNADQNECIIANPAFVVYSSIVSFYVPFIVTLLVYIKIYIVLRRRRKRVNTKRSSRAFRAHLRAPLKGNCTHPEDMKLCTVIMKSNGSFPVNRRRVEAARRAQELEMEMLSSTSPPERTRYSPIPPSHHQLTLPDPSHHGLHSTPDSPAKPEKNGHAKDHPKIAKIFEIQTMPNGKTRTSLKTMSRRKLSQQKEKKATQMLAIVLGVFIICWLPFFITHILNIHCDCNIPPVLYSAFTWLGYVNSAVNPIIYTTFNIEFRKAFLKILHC
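Measurement of antagonist activity uses fluorescent calcium dye in inducible HEK293 T-REx D2 cells: 10 s baseline, compound addition with 180 s read, EC80 dopamine addition with a further 180 s read.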
TRHR agonist: agonists of human TRH receptor | P34981 | TRHR cells, calcium flux fluo-8, FDSS agonist mode | activation, % at 2 µM | hit rate 0.18% among 360,000 | AID 493084; further: 0% is about no effect
Target sequence (P34981 whole entry, looked up): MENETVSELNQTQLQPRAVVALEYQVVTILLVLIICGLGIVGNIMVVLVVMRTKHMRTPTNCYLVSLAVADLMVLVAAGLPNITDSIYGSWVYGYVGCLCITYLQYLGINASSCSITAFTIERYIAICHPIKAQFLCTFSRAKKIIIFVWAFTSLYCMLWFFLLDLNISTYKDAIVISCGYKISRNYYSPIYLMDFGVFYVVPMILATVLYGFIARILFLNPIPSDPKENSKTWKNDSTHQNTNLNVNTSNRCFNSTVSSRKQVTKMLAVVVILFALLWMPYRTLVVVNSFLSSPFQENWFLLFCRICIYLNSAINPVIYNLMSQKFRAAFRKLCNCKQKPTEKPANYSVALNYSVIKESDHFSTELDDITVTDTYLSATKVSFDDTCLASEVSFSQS
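Steps: seed TRHR cells overnight; add fluo-8 no-wash Ca dye, RT 30 min–1.5 h; record 10 s baseline; pin-transfer compounds; monitor fluorescence 1 cycle/s for the agonist window. Calcium increases flag candidate agonists.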
D1 antagonist: antagonists of human D1 dopamine receptor; AID 504652; P21728; hit rate 3.2% among 360,000; HEK293 TREx D1 cells, calcium flux, dopamine EC80; active compounds read low; activity change, negative = inhibition, % at 10 µM; in the data active means activity change below about -30%; further: on the % scale 0 is the no-effect control and ±100 the full control effect
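Tetracycline-induced HEK293 T-REx cells with force-coupled D1 receptor were loaded with a no-wash calcium dye. Compound was added after a 10 s baseline and read kinetically for 180 s; EC80 dopamine was then added and calcium flux followed another 180 s.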
D2 ag: D2 dopamine receptor (human) agonism. P14416. HEK293 T-REx D2 cells, calcium flux agonist mode. activation, % at 2 µM. hit rate 0.53% among 340,000. AID 485358;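 active means activation over 3 SD above normal in the single-dose calcium agonist read, cut at about 30% in these data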; further: 0% is about no effect
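Tetracycline-induced HEK293 Trex cells with D2 receptor force-coupled to calcium signaling, plated overnight at 30 C and loaded with no-wash calcium dye. Calcium flux read kinetically for 180 s after compound addition; responses flag agonists.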
D2 potentiator: positively modulates the human D2 dopamine receptor allosterically; hit rate 0.34% among 340,000; HEK293 T-REx D2, calcium flux, EC20 dopamine potentiation; potentiation, % at 10 µM; P14416;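 active means potentiation over 3 SD above the plate norm, cut at about 30% in these data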; further: 0% is about no effect
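Using a no-wash calcium dye in inducible, force-coupled HEK293 Trex cells expressing D2, we tracked fluorescence each second for 180 s after compound, then for 180 s after EC20 dopamine to detect augmented signalling.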
D1 agonist: activates the human D1 dopamine receptor. P21728. HEK293 T-REx D1 cells, calcium flux, agonist mode. activation, % at 2 µM. hit rate 1% among 360,000. AID 504660; further: 0% is about no effect
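Inducible HEK293 T-REx D1 cells, force-coupled to calcium signalling, were plated at 4000 cells/well with tetracycline and held overnight at 30 C. After no-wash calcium dye loading, compound-evoked calcium rise over 180 s flagged agonists.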
D1 potentiator: human D1 dopamine receptor positive modulation | HEK293 TREx D1 cells, calcium flux, dopamine EC20 potentiation | potentiation, % at 10 µM | hit rate 0.036% among 360,000; in the data active means potentiation above about 30%; further: 0% is about no effect
RXFP1 antag: blocks the human relaxin receptor RXFP1; Q9HBX9; HEK293-RXFP1, relaxin-stimulated cAMP HTRF, 30 min; active compounds read low; activity change, negative = inhibition, % at 57.5 µM; hit rate 0.59% among 350,000; AID 1259400;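 active means activity change of -60% or lower, but not beyond a set lower limit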; further: on the % scale 0 is the no-effect control and ±100 the full control effect
TRHR PAM: allosterically enhances the human TRH receptor | enhancement, % at 2 µM | P34981 | TRHR cells, fluo-8 calcium fluorescence, EC20 TRH enhancement | hit rate 0.66% among 360,000; in the data active means enhancement above about 30%; further: 0% is about no effect
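Enhancer read-out: after compound pinning and an initial kinetic agonist-mode read, an EC20 of TRH (10 nM final) was injected and fluo-8 calcium signal (Ex 480/Em 530) followed at 1 s/cycle for 100 cycles in TRHR-expressing cells.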
* hit, by the source's call; x = no result given. Unless noted, no stated cut-off is given here; in the data, active means activation above about 30%; inactive means the rest.

canonical_smiles	D2 antag	TRHR agonist	D1 antagonist	D2 ag	D2 potentiator	D1 agonist	D1 potentiator	RXFP1 antag	TRHR PAM
Cn1c(=O)c2c(nc(NCc3cccnc3)n2Cc2cccc(C(F)(F)F)c2)n(C)c1=O	6	0.1	39	1.8	-1	-1	0	-2	-19
O=C1CN(C(=O)c2ccc(Cl)c(S(=O)(=O)N3CCc4ccccc43)c2)c2ccccc2N1	-2	0.0	14	-0.5	21	3	-1	8	0
COc1ccc(COn2c(=O)c(C)[n+]([O-])c3ccccc32)cc1OC	-22	0.0	-9	0.1	5	0	4	8	4
Cc1c(CN2CCC(C(=O)Nc3cccc(-c4cccc(Cl)c4)c3)CC2)cnn1C	-23	0.1	13	0.6	-14	2	-14	1	-3
Cn1c(=O)n(CC(=O)NCC2CCCO2)c(=O)c2c3c(sc21)COC(C)(C)C3 (configuration not stated)	-10	0.2	-30*	0.4	-2	1	-1	5	-5
CC1(NC(=O)CC[N+](C)(C)CCO)CS(=O)(=O)CC1S(=O)(=O)[O-] (configuration not stated)	7	-0.4	12	-1.4	12	1	9	x	-3
CCOc1ccc(CCNC(=O)C2CCCN(S(=O)(=O)N3CCOCC3)C2)cc1OCC (configuration not stated)	-25	0.3	0	0.0	12	2	-7	x	-1
Cc1ccc(CC(=O)Nc2cccc(C#N)c2)cc1	6	0.0	-7	-0.5	-4	4	-13	8	2
c1ccc(CCCc2nc(-c3cccnc3)no2)cc1	17	0.1	-26	1.4	-5	1	-1	1	-5
Cc1noc(C)c1C(=O)N1CCN(Cc2ccc3c(c2)OCO3)CC1	x	-0.8	4	x	x	1	-3	-11	3
COc1cccc2[nH]c(C(=O)NC(C)c3ccccc3)cc12 (configuration not stated)	11	-0.2	-15	-1.8	-23	0	-9	10	-3
Cc1cccc(C)c1OCCN1C(=O)NC(C)(c2ccccc2)C1=O (configuration not stated)	-8	0.5	1	1.2	39*	5	0	-16	40*
Cc1[nH]nc2c1[C@@H](c1ccccc1[N+](=O)[O-])C(C#N)=C(N)O2	-3	0.1	14	0.7	-2	2	-7	5	10
Cc1ccc(S(=O)(=O)N2[C@@H](c3ccc(Cl)cc3)C(C(=O)O)=CC[C@H]2c2ccc(Cl)cc2)cc1	-3	-0.6	5	-1.3	-5	3	-7	x	2
Cn1c2ccccc2c2c(C(=O)N3CCN(c4ccccn4)CC3)cn(C3CCCC3)c(=O)c21	31*	0.0	5	-0.7	29	1	2	11	-5
COc1cc(/C=N/NC(=O)CC2C(=O)NN=C2C)ccc1O (configuration not stated)	1	0.6	-8	0.0	-9	3	-5	-2	-1
CCOc1ccc(N(CC(=O)N2CCCCC2)S(=O)(=O)c2ccc(Cl)cc2)cc1	-11	-0.9	5	-1.3	5	2	-7	-2	-1
O=c1oc(-c2cccs2)nc2sc3c(c12)CCCC3	-12	0.2	1	1.3	2	1	-2	8	8
O=C(CC1Sc2ccccc2NC1=O)Nc1ccccc1[N+](=O)[O-] (configuration not stated)	-8	-0.7	-2	-1.1	4	1	3	8	-2
CCC(C)NC(=O)c1c(C)oc2nc(C)nc(N3CCOCC3)c12 (configuration not stated)	x	0.9	1	x	-6	1	2	1	-5
CC(=O)c1ccc(NC(=O)CSc2nc(=O)n(Cc3ccccn3)c3c2CCC3)cc1	x	0.0	x	-0.1	-1	-3	-1	x	1
COc1ccc(OC(C)C(=O)Nc2cccc(OC)c2)cc1 (configuration not stated)	-12	-2.9	-6	-2.0	15	11	-2	-18	-5
COc1ccc(S(=O)(=O)N(C)CC(=O)NCc2cccnc2)cc1Cl	10	-0.5	-6	1.1	6	-3	-8	12	-3
CCc1ccc(/C(C)=N/NC(=O)CNC(=O)/C=C/c2ccccc2OC)cc1	-26	-1.6	8	-0.3	1	1	0	-37	20
Nc1cc(=O)[nH]c(SCC(=O)NCC2CCCO2)n1 (configuration not stated)	6	1.5	4	0.8	-1	1	5	-3	7
Cc1ccc(S(=O)(=O)N2CCN(C(=O)CN3C(=O)CNC3=O)CC2)cc1	-7	0.5	12	0.2	0	2	3	-6	0
O=C(N/N=C/c1cccs1)c1cccc(NC(=O)c2ccc(Cl)cc2)c1	23	0.8	-4	-1.1	-1	2	-12	x	-1
Nc1ccc(C(=O)Nc2nc3ccccc3s2)cc1	-18	0.5	5	1.3	1	-1	5	x	11
CCOc1cc(CNC(=O)c2ccc3nc(CCc4ccccc4)oc3c2)ccc1OC	x	0.1	-7	0.0	6	6	-3	18	-3
CS(=O)(=O)N(CC(=O)N1CCCCCC1)c1cc(Cl)ccc1Cl	10	-0.3	-7	-0.9	-2	1	-1	-4	-7

4 entries already listed, ordered by the number in D1 antagonist, high to low:
molecule | D2 antag | D1 antagonist | D2 potentiator | D1 agonist | D1 potentiator | RXFP1 antag | TRHR PAM
O=C1CN(C(=O)c2ccc(Cl)c(S(=O)(=O)N3CCc4ccccc43)c2)c2ccccc2N1 | -2 | 14 | 21 | 3 | -1 | 8 | 0
CCC(C)NC(=O)c1c(C)oc2nc(C)nc(N3CCOCC3)c12 (configuration not stated) | x | 1 | -6 | 1 | 2 | 1 | -5
COc1cc(/C=N/NC(=O)CC2C(=O)NN=C2C)ccc1O (configuration not stated) | 1 | -8 | -9 | 3 | -5 | -2 | -1
c1ccc(CCCc2nc(-c3cccnc3)no2)cc1 | 17 | -26 | -5 | 1 | -1 | 1 | -5

New compounds follow:
Second line of a record – D2 antag | TRHR agonist | D1 antagonist | D2 ag | D2 potentiator | D1 agonist | D1 potentiator | RXFP1 antag | TRHR PAM
> O=C(COc1ccccc1)Nc1ccccc1C(=O)OCc1cc(=O)n2nc(C3CC3)sc2n1
 : x | 0.6 | 2 | -0.9 | -1 | -2 | 0 | -2 | 8
> CCC(=O)N1c2ccccc2CC1C(=O)NCCCN1CCN(c2cccc(Cl)c2)CC1 (configuration not stated)
 : x | -0.6 | -53* | 25 | -28 | 1 | -1 | -7 | 3
> OC[C@H]1OC(Nc2ccc(N=Nc3ccccc3)cc2)[C@@H](O)[C@@H](O)[C@@H]1O (some centres not stated)
 : 9 | 0.4 | -24 | 1.0 | -4 | 19 | 2 | -4 | 1
> CN(Cc1c(F)cccc1Cl)C(=O)CCc1c[nH]c2ccccc12
 : -12 | -0.8 | -10 | 0.2 | -12 | 1 | -5 | -19 | -14
> COc1ccc2[nH]cc(C(=O)CN(C)CCc3ccc(OC)c(OC)c3)c2c1
 : -4 | 0.2 | 16 | 0.4 | 9 | -2 | -3 | -6 | -1
> O=C(Nc1ccccc1)c1ccc2c(c1)OCO2
 : 3 | -0.6 | -16 | -0.5 | 8 | 2 | 8 | -1 | 3
> CS(=O)(=O)N1CCCC(C(=O)N2CCN(c3cccc(Cl)c3)CC2)C1 (configuration not stated)
 : 31* | 1.1 | x | 0.6 | 6 | 1 | -3 | 7 | 7
> O=C(NCC1CCN(Cc2ccccc2Cl)CC1)Nc1ccccc1F
 : 9 | -0.1 | -1 | 0.7 | -3 | 4 | -10 | -11 | -1
> Cc1cc(N2CCOCC2)n2nc(C)c(-c3ccccc3Cl)c2n1
 : -3 | 0.5 | 5 | -0.2 | 0 | 1 | -4 | -20 | 20
> COc1ccc(C)cc1NC(=O)CN1CCN(S(=O)(=O)c2ccc3ccccc3c2)CC1
 : -22 | 0.6 | -3 | 1.3 | -6 | 10 | -3 | -11 | -4
> COc1ccc(/C(C)=N/Nc2nncc3ccccc23)cc1
 : 3 | 0.5 | -1 | -2.0 | -4 | 3 | 4 | -3 | 1
> NC(=O)c1cc(S(=O)(=O)NC2CCCCC2)co1
 : -9 | -0.1 | 1 | -0.4 | -6 | 1 | -3 | 7 | -1
> Cn1c(SCC(=O)NC(C)(C)C)nc(O)cc1=O
 : -1 | 0.1 | 1 | 1.6 | -1 | 1 | 3 | -19 | 4
> CC(C)c1ccccc1NC(=O)COC(=O)/C=C/c1cccc([N+](=O)[O-])c1
 : 11 | 0.0 | 2 | -0.6 | -2 | 4 | 9 | -12 | -8
> CC1(C)CC(=O)c2cc(OCC(=O)NCC3CCCO3)ccc2O1 (configuration not stated)
 : 5 | -0.3 | -1 | 0.0 | 3 | 3 | -5 | 8 | 2
> COc1cnn(-c2ccccc2)c(=O)c1SCc1ccc(Cl)cc1Cl
 : 6 | 0.0 | 23 | 0.0 | 0 | 2 | -3 | 3 | 6
> O=C(NC1=NCCS1)c1ccc2c(c1)C(=O)N(Cc1ccco1)C2=O
 : 7 | 0.5 | 5 | -0.5 | 8 | 4 | 2 | -14 | 6
> CSCCC(NC(N)=O)C(=O)Nc1cccc(S(=O)(=O)N2CCOCC2)c1 (configuration not stated)
 : -21 | 0.3 | -4 | 3.1 | -4 | 1 | -3 | -4 | 1
> CN1CCN(CC(O)COc2ccc(Cl)cc2)CC1 (configuration not stated)
 : -11 | 0.0 | 15 | -0.6 | -6 | 4 | 1 | 0 | -1
> O=S1(=O)CC/C(=N\Nc2ccc(F)cc2)c2ccsc21
 : -15 | 0.1 | -14 | 1.3 | 3 | 1 | 2 | 2 | 0
> COc1ccccc1S(=O)(=O)N1CCn2cccc2C1C (configuration not stated)
 : -1 | 0.9 | 21 | 0.6 | -1 | 2 | -6 | 3 | -2
> COc1ccc(-n2c(-c3ccc(C)cc3)n[nH]c2=S)cc1
 : -19 | -0.1 | 15 | 0.2 | -6 | 0 | -2 | -36 | -4
> COc1ccc(C2=NNC(c3cccnc3)=Nc3ccccc32)cc1
 : 13 | -0.7 | 18 | -1.8 | 3 | 1 | -4 | -11 | -16
> CCN(C(=O)Cc1c(C(=O)O)n(C)c2ccccc12)c1ccc(F)cc1
 : x | -0.4 | 10 | x | -3 | 6 | -5 | -8 | -5
> CC1=C(C(=O)Nc2ccccc2)C(c2ccncc2)n2nc(SCc3ccccc3Cl)nc2N1 (configuration not stated)
 : x | 1.6 | 4 | x | -3 | 7 | 1 | x | 2

Molecules listed so far that have a nitro group on carbon:
Second line of a record – D2 antag | TRHR agonist | D1 antagonist | D2 ag | D2 potentiator | D1 agonist | D1 potentiator | RXFP1 antag | TRHR PAM
> Cc1[nH]nc2c1[C@@H](c1ccccc1[N+](=O)[O-])C(C#N)=C(N)O2
 : -3 | 0.1 | 14 | 0.7 | -2 | 2 | -7 | 5 | 10
> O=C(CC1Sc2ccccc2NC1=O)Nc1ccccc1[N+](=O)[O-] (configuration not stated)
 : -8 | -0.7 | -2 | -1.1 | 4 | 1 | 3 | 8 | -2
> CC(C)c1ccccc1NC(=O)COC(=O)/C=C/c1cccc([N+](=O)[O-])c1
 : 11 | 0.0 | 2 | -0.6 | -2 | 4 | 9 | -12 | -8
